# Screening results from PubChem BioAssay.
# PLCg1 inh: PLC-gamma1 (human) inhibition, primary screen. hit rate 0.84% among 370,000. purified PLC-gamma1, fluorogenic substrate, fluorescence. AID 720700. inhibition, % at 12.2 µM; in the data active = inhibition above about 9.5%
# NR1D1 modulator: modulates human Rev-erb alpha binding to DNA. Rev-erbα–FITC-DNA binding, fluorescence polarization, 90 min. activity, % at 10 µM. hit rate 0.79% among 370,000. AID 1259318;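 active = activity above about 14%, limit read from the data; passing the limit was not always enough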;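 also: 0% = DMSO wells with 35 nM protein and 100% = DMSO wells with 750 nM protein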
# Target sequence (P20393 whole entry, looked up): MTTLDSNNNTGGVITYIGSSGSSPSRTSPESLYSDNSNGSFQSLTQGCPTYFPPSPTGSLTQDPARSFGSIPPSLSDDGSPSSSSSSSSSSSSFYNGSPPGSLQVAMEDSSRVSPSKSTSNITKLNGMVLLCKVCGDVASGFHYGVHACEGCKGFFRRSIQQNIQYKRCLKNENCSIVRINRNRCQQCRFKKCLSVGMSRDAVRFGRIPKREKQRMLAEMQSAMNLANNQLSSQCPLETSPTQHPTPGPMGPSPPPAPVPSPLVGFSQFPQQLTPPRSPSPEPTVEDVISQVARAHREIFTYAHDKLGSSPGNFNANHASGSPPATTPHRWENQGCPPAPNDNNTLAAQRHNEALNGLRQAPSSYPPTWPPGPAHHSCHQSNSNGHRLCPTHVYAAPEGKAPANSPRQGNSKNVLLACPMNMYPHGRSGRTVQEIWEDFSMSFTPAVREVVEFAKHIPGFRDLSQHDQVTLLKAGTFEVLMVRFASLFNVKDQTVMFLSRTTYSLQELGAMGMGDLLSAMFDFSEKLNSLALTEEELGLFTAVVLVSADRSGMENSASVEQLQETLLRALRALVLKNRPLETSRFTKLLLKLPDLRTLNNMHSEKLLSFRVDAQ
# DAX1 inh-1: inhibitors of human orphan nuclear receptor DAX1 (NR0B1). P51843. HEK293 Gal4-DAX1 luciferase reporter, luminescence. inhibition, % at 6.75 µM. hit rate 0.99% among 340,000. AID 504766;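 active = inhibition above the mean over all tested compounds plus 3 SD, cut at about 4.2% in these data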;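 also: 0% = DAX1-transfected cells with DMSO and 100% = empty-vector control cells with DMSO; inhibition shows as a rise in luminescence from relieved DAX1 repression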
# MBD2 inh: inhibitors of human MBD2 binding to methylated oligonucleotide. hit rate 0.31% among 370,000. inhibition, % at 4.4 µM. TR-FRET. AID 686964; in the data active = inhibition above about 13%
# Target sequence (Q9UBB5 whole entry, looked up): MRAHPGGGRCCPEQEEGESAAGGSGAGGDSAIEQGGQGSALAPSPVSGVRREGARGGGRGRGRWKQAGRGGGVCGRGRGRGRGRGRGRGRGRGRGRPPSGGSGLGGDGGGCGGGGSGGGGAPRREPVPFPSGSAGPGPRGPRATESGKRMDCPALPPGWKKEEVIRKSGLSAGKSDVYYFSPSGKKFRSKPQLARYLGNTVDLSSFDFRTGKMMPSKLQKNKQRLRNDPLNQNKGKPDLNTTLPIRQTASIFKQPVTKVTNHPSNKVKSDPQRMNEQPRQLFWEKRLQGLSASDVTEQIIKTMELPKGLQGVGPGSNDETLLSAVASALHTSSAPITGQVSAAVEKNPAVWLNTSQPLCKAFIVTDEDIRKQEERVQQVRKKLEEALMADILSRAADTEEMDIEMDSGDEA
# SMARCA2 act: increases SMARCA2 function in MMTV reporter cells | MG213 cells, MMTV-luciferase reporter, dexamethasone, overnight | activation, % at 9.1 µM | hit rate 1% among 370,000; in the data active = activation above about 7.8%;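 also: 0% = vehicle wells and 100% = reference activator wells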
# hcDAF12 agonist: activates DAF-12 receptor from parasite H. contortus; HEK293 hcDAF-12 lit1-tk-luc reporter, luminescence; 0% DMSO, 100% Δ7-dafachronic acid; activation, % at 6.8 µM; hit rate 1.4% among 370,000;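 active = activation above the mean of all tested compounds plus 3 SD, cut at about 5.5% in these data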;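 also: 100% = response to 3 µM Δ7-dafachronic acid high control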
# hgDAF-12 ag: activates the H. glycines DAF-12 receptor ligand-binding domain; HEK293 GAL4-hgDAF12 UAS-luciferase reporter, agonist luminescence; normalized to butyrate control; activation, % at 6.8 µM; hit rate 1.8% among 370,000; AID 687014;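 active = activation above a cutoff set at the mean of all screened compounds plus 3 SD, cut at about 10% in these data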;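 also: 0% = DMSO wells and 100% = sodium butyrate wells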
# DAX1 inh-2: DAX1 (NR0B1) inhibition, primary screen | hit rate 1.1% among 370,000 | HEK293T StAR-luciferase reporter, SF-1/DAX-1 repression relief | inhibition, % at 6.8 µM | AID 652010;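 active = inhibition above the mean over all tested compounds plus 3 SD, cut at about 3.6% in these data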;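 also: 0% = DAX-1 cells with DMSO and 100% = cells lacking DAX-1 with DMSO; higher inhibition means more luminescence from relief of DAX-1 repression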
# ADAM17 inh: ADAM17 inhibition, QFRET primary screen. P78536. recombinant ADAM17, EDANS/DABCYL FRET peptide cleavage. inhibition, % at 6.95 µM. hit rate 0.83% among 370,000;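 active = inhibition above the mean of compounds lying between control limits plus 3 SD, set per campaign, cut at about 8.5% in these data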;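 also: 0% = DMSO-only wells as the low control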
# PLC-beta3 inh: PLC-beta3 (human) inhibition, primary screen | Purified PLC-beta3, fluorogenic substrate, fluorescence | AID 720704 | inhibition, % at 12.2 µM | hit rate 0.18% among 370,000 | Q01970; in the data active = inhibition above about 11%;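 also: 0% = median of compound wells on plate and 100% = full blocker control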
# ssDAF-12 act: activators of S. stercoralis DAF-12 nuclear receptor | HEK293 ssDAF-12/GRIP1 lit1-tk-luc reporter, luminescence; % of 3 µM dafachronic acid response | AID 652126 | hit rate 1% among 370,000 | activation, % at 6.8 µM;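 active = activation above the mean over all tested compounds plus 3 SD, cut at about 0.9% in these data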;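 also: 0% = DMSO-only wells and 100% = 3 µM delta7-dafachronic acid wells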
# * marks the source's active call; other numbers are inactive results; i = inactive; . = not tested or not shown.
SMILES,PLCg1 inh,NR1D1 modulator,DAX1 inh-1,MBD2 inh,SMARCA2 act,hcDAF12 agonist,hgDAF-12 ag,DAX1 inh-2,ADAM17 inh,PLC-beta3 inh,ssDAF-12 act
NS(=O)(=O)c1ccc(CNC(=S)NC2CCCCC2)cc1,-1,-2,-0.6,4,-2,-1.0,-1.2,0.0,-5,-1,-1.0
CCn1c(C2CCN(Cc3ccccc3)CC2)n[nH]c1=S,0,-1,-1.4,-5,0,-0.5,-1.1,-0.3,-1,-2,-0.9
O=C(NC1CCCCC1)c1cc2cc(Br)ccc2o1,-1,-5,3.1,0,4,3.5,9.0,0.1,-1,-6,0.0
C[C@H](CO)N1C[C@H](C)[C@@H](CN(C)C(=O)Nc2ccccc2)Oc2ccc(NS(=O)(=O)c3ccc(F)cc3)cc2C1=O,-1,2,0.1,-3,1,-0.6,-0.6,-0.1,-2,-2,-1.4
CN(CCOc1ccccc1)C(=O)C1CCC(=O)N(CCCN2CCCC2=O)C1 (stereo not given),6,-2,0.3,2,6,0.8,2.4,0.0,0,-5,-0.6
COc1ccc(NC(=O)c2cnc(SC)nc2)cc1,4,3,-0.1,7,2,-0.9,7.7,-0.4,-5,-5,-1.7
NC(=O)CC(NC(=O)Cc1ccc(Br)cc1)c1ccc(N2CCC(Cc3ccccc3)CC2)c([N+](=O)[O-])c1 (stereo not given),1,-1,1.4,4,0,-1.2,0.9,-0.1,-1,3,-1.1
Cc1ncsc1CCC(=O)N1CCCC(C(=O)c2cccc(Cl)c2)C1 (stereo not given),1,2,-2.1,-5,-1,-0.7,-1.9,0.1,1,1,-1.1
COC(=O)C1C(=O)NCC1c1ccc(C)cc1 (stereo not given),0,-2,-0.1,0,1,-1.4,1.3,0.2,-2,1,-1.4
CCCn1c(Sc2nnnn2-c2ccccc2)n[nH]c1=O,6,-5,-0.2,5,-5,-0.6,0.8,1.0,1,7,-1.0
COc1cccc(Nc2ccc(C(=O)O)cc2N)c1,-152,0,1.3,-1,4,5.1,8.1,1.6,-134,-236,-0.6
COc1ccccc1/C=C/CN1CCC(CO)(Cc2ccccc2)CC1,0,4,-0.6,2,2,-1.5,4.5,0.4,-2,1,-1.4
Cn1c(C(=O)NCCC2=CCCCC2)cc2c(=O)n3ccccc3nc21,i,4,-0.3,0,-1,-1.4,0.8,0.1,-200,i,-1.1
COc1cccc(-c2noc(C3CCCN(C(=O)c4cccc(F)c4)C3)n2)c1 (stereo not given),-1,-2,2.1,0,0,-1.9,2.3,-0.3,-6,-5,-0.8
O=C(Nc1cc([N+](=O)[O-])ccc1Cl)C(Sc1ccccc1)c1ccccc1 (stereo not given),-1,18,-0.9,-1,-4,-1.3,-1.4,-0.7,5,2,-0.7
Cc1cccc(N2CC(C(=O)Nc3nnc(SCc4cccnc4)s3)CC2=O)c1 (stereo not given),-6,-5,-0.5,-3,-4,-0.8,3.5,-0.5,0,-14,-1.7
Cn1c(=O)[nH]c(=O)c2[nH]c(N(Cc3ccccc3)Cc3ccccc3)nc21,0,-2,-0.2,2,0,-1.6,1.0,-0.9,-6,2,-1.5
CCOC(=O)c1c(C)n(C)c2ccc(OC)c(NS(=O)(=O)CC)c12,2,3,-1.4,0,-3,-3.1,2.8,0.1,5,7,-0.5
CC(=O)NNc1ccc(C(F)(F)F)cc1[N+](=O)[O-],3,0,-0.1,-8,-2,2.7,-2.5,0.5,0,4,-1.8
CCOC1CC(C)(C)NC(=S)N1 (stereo not given),0,4,0.5,7,-1,-1.5,-2.9,-0.3,-3,1,-1.8
OC1CCCN(CC(O)COC(c2ccc(F)cc2)c2ccc(F)cc2)C1 (stereo not given),3,4,1.0,3,-3,-0.7,-2.3,0.0,-1,4,0.5
C=C(C)CN(CC)Cc1c(C(=O)N(C)CCCC)nc2ccccn12,-2,0,-0.4,6,2,-0.1,-1.3,-0.5,-5,-5,-1.3
OC[C@@H]1CN(Cc2ccncc2)C[C@H](n2cnc3c(NC4CCCC4)ncnc32)O1,-1,4,.,0,-2,-0.8,-2.1,-1.2,-7,-5,-0.6
NC(=O)C1CCN(CC(=O)Nc2ccc(S(=O)(=O)N3CCOCC3)cc2)CC1,0,0,0.5,3,-1,-1.8,-1.7,0.0,-1,-6,-1.4
CN(CC1COCCO1)c1nc2nonc2nc1N1CCSCC1 (stereo not given),2,1,1.5,4,0,0.2,-2.9,-0.4,4,3,-1.2

# Profiles as entered above. Screens in order: PLCg1 inh, NR1D1 modulator, DAX1 inh-1, MBD2 inh, SMARCA2 act, hcDAF12 agonist, hgDAF-12 ag, DAX1 inh-2, ADAM17 inh, PLC-beta3 inh, ssDAF-12 act
# COc1cccc(Nc2ccc(C(=O)O)cc2N)c1 in the list: -152, 0, 1.3, -1, 4, 5.1, 8.1, 1.6, -134, -236, -0.6
# CC(=O)NNc1ccc(C(F)(F)F)cc1[N+](=O)[O-] in the list: 3, 0, -0.1, -8, -2, 2.7, -2.5, 0.5, 0, 4, -1.8
# CN(CCOc1ccccc1)C(=O)C1CCC(=O)N(CCCN2CCCC2=O)C1 (stereo not given) in the list: 6, -2, 0.3, 2, 6, 0.8, 2.4, 0.0, 0, -5, -0.6

# (list continues)
SMILES,PLCg1 inh,NR1D1 modulator,DAX1 inh-1,MBD2 inh,SMARCA2 act,hcDAF12 agonist,hgDAF-12 ag,DAX1 inh-2,ADAM17 inh,PLC-beta3 inh,ssDAF-12 act
COc1ccc(CSc2cccc3cccnc23)cc1[N+](=O)[O-],0,5,-0.8,-4,2,-2.2,5.3,-0.5,0,4,-1.9
CCOC(=O)c1c(C)[nH]c(/C(C)=N/O)c1C,0,-4,1.0,3,3,0.6,1.3,0.2,-1,4,-0.7
O=[n+]1c2c(n([O-])c3cc(F)ccc31)CCCC2,-3,1,1.5,1,-1,-1.2,4.0,0.1,-2,-3,-1.1
O=[N+]([O-])c1ccc(Nc2nc(N/N=C\c3ccc4c(c3)OCO4)nc(N3CCCCC3)n2)cc1,3,1,1.6,0,1,-1.2,4.0,-1.1,0,4,-1.3
COCCNC(=O)[C@@H]1CCCN1S(=O)(=O)c1cccc2cccnc12,-2,-4,1.2,4,-2,-0.1,1.7,-0.4,-6,0,-1.4
CCN(CC)S(=O)(=O)c1ccc2[nH]c(=O)[nH]c2c1,0,-3,-2.1,1,-1,-1.5,0.6,1.2,-1,-1,-0.9
Cc1noc(C)c1S(=O)(=O)N1CCCC(C(=O)Nc2ccc(Cl)cn2)C1 (stereo not given),1,-4,-1.5,-2,-3,-1.7,-0.8,-1.4,-3,3,-1.7
CCOC(=O)CNC(=O)C(CC(N)=O)NC(=O)OC(C)(C)C (stereo not given),2,3,.,-3,-2,0.6,1.4,0.2,1,-7,-0.5
CCC(C)CN1C(=O)CSCC1(C)C(=O)NCc1ccccc1 (stereo not given),3,-4,.,5,-4,0.4,-5.5,-0.1,-4,4,-1.0
Fc1cccc(F)c1C(Nc1nncs1)Nc1nncs1,5,-3,.,-2,-3,4.6,1.0,0.6,2,-1,-0.9
O=C(Nc1ccccc1N1CCN(C(=O)c2ccc(Cl)cc2)CC1)c1cccc([N+](=O)[O-])c1,6,0,-0.4,-1,-1,1.0,1.8,-2.5,5,-7,-1.1
O=C1NC[C@H](Cc2ccccc2)N(C[C@@H]2CCCN2C[C@H](Cc2ccc(O)cc2)N2C[C@H](Cc3ccccc3)N(CC3CCCCCC3)C(=O)C2=O)C1=O,1,-6,.,-2,-2,-0.4,-1.0,0.0,4,1,-0.4
FC(F)(F)Oc1ccc(NC(=S)NCc2ccccc2)cc1,0,2,0.9,-3,-3,0.7,2.8,-0.3,6,-3,-0.3
CS(=O)(=O)Nc1ccc(C(=O)NCCSCc2ccco2)cc1,4,1,0.2,3,1,-0.5,1.2,0.6,1,-3,-1.0
Cc1c(C)c2ccc(OC3CCCCC3=O)cc2oc1=O (stereo not given),-157,6,1.1,-9,3,-1.2,2.5,-0.6,-310,-183,-0.9
COc1ccc(CNC(=O)CCC(=O)n2ncc3cc(C)ccc32)cc1,1,-4,2.1,9,-1,1.3,0.1,0.7,-2,-4,-0.9
Cc1cccc(N2C(=O)CC(N(C(=O)c3ccco3)c3cccc(C)c3)C2=O)c1 (stereo not given),-1,2,-0.4,2,-1,-0.6,2.6,0.2,-3,-3,-1.3
C=CCOc1cccc(/C=N/NC(=O)C(OC)c2ccccc2)c1 (stereo not given),-1,-4,0.7,-6,-3,-1.6,0.2,-0.1,-5,-7,-0.3
O=C1NCCCC2c3c(cc(Br)c(O)c3Br)OC12N1CCCCC1 (stereo not given),-2,-3,0.1,-4,0,0.1,-0.8,-0.3,0,-3,-1.3
COc1ccccc1N(Cc1ccccc1)S(=O)(=O)c1cccc(C(=O)Nc2cc(C)ccn2)c1,-2,2,-2.3,-6,3,1.8,-4.7,2.6,9.0*,-13,-0.7
Cc1ccc(N2C(=O)C(Cl)=C(N3CCCCCC3)C2=O)cc1,-2,-2,0.5,0,0,-1.6,0.5,-0.1,1,-8,-0.9
Cc1cc2cc(CNC(=O)Nc3cccc(Cl)c3)ccc2n1C,-21,-3,-0.8,-2,-6,-2.5,2.2,1.1,-1,-27,-1.2
C[C@H](NC(=O)[C@H](Cc1ccccc1)n1c(=O)[nH]c2ccccc2c1=O)C(=O)N1CCC[C@H]1C(=O)O,3,-1,0.9,-3,0,0.0,0.7,0.0,5,8,-1.2
CC1(C)CC(NC(=O)C(F)(F)F)CC(C)(C)N1OC(=O)c1ccco1,-3,-2,2.0,0,-1,-1.3,-0.2,-0.6,-1,0,-0.7
C=CCNC(=S)N(Cc1ccccc1)Cc1ccc(F)cc1,1,-1,1.6,0,-1,-2.4,-1.4,-0.2,2,2,-1.6

# (further entries)
SMILES,PLCg1 inh,NR1D1 modulator,DAX1 inh-1,MBD2 inh,SMARCA2 act,hcDAF12 agonist,hgDAF-12 ag,DAX1 inh-2,ADAM17 inh,PLC-beta3 inh,ssDAF-12 act
CC(Sc1nnc(-c2cccs2)n1-c1ccccc1)C(=O)NCc1ccc2c(c1)OCO2 (stereo not given),1,7,-0.7,2,0,-2.4,-1.2,-0.3,-6,0,-1.3
Cc1ccc(NC(=O)CSCC(=O)N2CCCc3ccccc32)cc1,1,2,0.0,-7,0,0.1,-1.6,0.3,3,-6,-0.7
CCN(C)C1CN(Cc2cn(Cc3ccc(C(F)(F)F)cc3)nn2)S(=O)(=O)C1 (stereo not given),1,6,.,-1,-6,0.7,-1.9,4.1*,-1,0,-0.6
CN1OC[C@@H]2CN(S(=O)(=O)c3cccc4ccccc34)[C@H](c3ccc(N4CCCCC4)cc3)C[C@@H]21,0,3,.,-7,7,-1.5,2.3,-0.4,8,-2,-0.8
O=C(CSc1nnc(-c2cccnc2)n1Cc1ccco1)Nc1ccc(F)cc1Cl,-1,-7,.,3,-4,-1.9,-4.0,-0.9,-10,-1,-1.9
Cc1ccc(CS(=O)Cc2ccc(C(=O)NCc3ccccc3)o2)cc1 (stereo not given),3,2,0.0,3,0,-1.6,-1.6,-1.1,-1,-2,-1.4
CCn1c(CSc2ncn[nH]2)nc2cc(C(=O)O)ccc21,0,-3,2.8,-1,1,0.6,-1.9,0.0,-3,1,0.4
Cc1ccccc1-n1c(=O)n(Cc2ccccc2)c(=O)c2[nH]cnc21,0,-2,-0.3,2,2,-2.9,-2.0,1.2,-2,-2,-1.7
CC(C)[C@H](NC(=O)C1CCCC1)C(=O)N1CCC[C@H]1C(=O)NCCc1ccccc1Cl,1,0,.,-5,-1,0.5,0.8,-0.3,-2,4,-0.3
